sEH activator – soluble epoxide hydrolase activators, primary screen, biochemical, human sEH; AID 717, 2007; purified human sEH enzymatic activity, activator screen; Bifunctional epoxide hydrolase 2 (Homo sapiens), P34913; activation, % at 2 µM; 91,000 tested, 0.04% active; in the data active means activation above about 37%; further: values of inactives mirror those of a sister screen read the other way
Target sequence (P34913 whole entry, looked up): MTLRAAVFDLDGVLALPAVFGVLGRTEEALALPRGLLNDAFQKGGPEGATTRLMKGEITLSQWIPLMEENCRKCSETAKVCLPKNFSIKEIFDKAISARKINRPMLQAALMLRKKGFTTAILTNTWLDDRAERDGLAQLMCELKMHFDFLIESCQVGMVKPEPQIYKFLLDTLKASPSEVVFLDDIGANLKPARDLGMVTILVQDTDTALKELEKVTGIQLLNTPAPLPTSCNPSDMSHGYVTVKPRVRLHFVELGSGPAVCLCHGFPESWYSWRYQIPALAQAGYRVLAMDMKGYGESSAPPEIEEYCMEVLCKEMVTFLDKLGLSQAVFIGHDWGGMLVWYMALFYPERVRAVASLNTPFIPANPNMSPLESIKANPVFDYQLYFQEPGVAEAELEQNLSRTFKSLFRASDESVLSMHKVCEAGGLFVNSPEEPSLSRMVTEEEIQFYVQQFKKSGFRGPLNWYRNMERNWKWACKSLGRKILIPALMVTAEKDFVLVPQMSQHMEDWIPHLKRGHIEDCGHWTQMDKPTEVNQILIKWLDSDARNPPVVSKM
CYP2C19 act – human CYP2C19 activators, primary screen, biochemical, luminescence. 96,000 tested, under 10 active. recombinant CYP2C19, luciferin-H EGE luminescence; stronger effect = higher value; 0 = fully inhibited enzyme, 1 = untreated enzyme. Cytochrome P450 2C19 (Homo sapiens), P33261. activation factor at 5 µM;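 active means activation factor of at least 2 at 5 µM in the primary screen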;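 further: 0 = wells with 2.5 mM tranylcypromine and 1 = vehicle-only wells; values of inactives mirror those of a sister screen read the other way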
DAT uptake mod – changed hDAT dopamine uptake under cocaine IC80, either direction, primary screen, cocaine antagonist project, cell-based, LLC-PK1 hDAT, [14C]-dopamine uptake, MLSMR; Sodium-dependent dopamine transporter (Homo sapiens), Q01959; LLC-PK1 hDAT cells, [14C]-dopamine uptake with cocaine IC80; actives deviate in either direction; B-score at 10 µM; 110,000 tested, 1.3% active;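 active means Z score or B-score, a plate-position-corrected score, falls beyond the plate's 99.7% confidence bounds, in either direction; inactive means both scores lie inside the 99.7% bounds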;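 further: scored against the spread of the other compound wells on the same plate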
PostGolgi yeast – phenotypic screen on post-Golgi transport, primary screen; post-Golgi transport phenotypic cell assay; inhibition, % at 10 µM; 98,000 tested, 0.9% active;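 further: yeast cells grown in 1536-well plates; yeast grown about 18 h at 30C before absorbance read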
CYP2C19 inhib – blockers of cytochrome P450 2C19 activity – biochemical, luminescence, ADME assay, primary screen | CYP2C19 Supersomes, luciferin-H EGE luminescence, 30 min | AID 778, 2007 | P33261 | 96,000 tested, 21% active | inhibition, % at 5 µM;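 active means CYP2C19 inhibition above a set limit at 5 µM in the primary screen, cut at about 50% in these data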;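 further: plate controls were negative control wells for no effect and 2.5 mM tranylcypromine positive control for full effect; values of inactives mirror those of a sister screen read the other way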
S1P2 antag – human S1P2 receptor antagonists, primary screen, cell-based; inhibition, % at 5 µM; cell-based S1P2 antagonist assay, inhibition at 5 uM; AID 736, 2007; 97,000 tested, 0.21% active; in the data active means inhibition above about 45%;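 further: CRE beta-lactamase reporter cells expressing human S1P2 stimulated with S1P; 0% = agonist at EC80 alone and 100% = agonist plus reference antagonist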
Target sequence (O95136 whole entry, looked up): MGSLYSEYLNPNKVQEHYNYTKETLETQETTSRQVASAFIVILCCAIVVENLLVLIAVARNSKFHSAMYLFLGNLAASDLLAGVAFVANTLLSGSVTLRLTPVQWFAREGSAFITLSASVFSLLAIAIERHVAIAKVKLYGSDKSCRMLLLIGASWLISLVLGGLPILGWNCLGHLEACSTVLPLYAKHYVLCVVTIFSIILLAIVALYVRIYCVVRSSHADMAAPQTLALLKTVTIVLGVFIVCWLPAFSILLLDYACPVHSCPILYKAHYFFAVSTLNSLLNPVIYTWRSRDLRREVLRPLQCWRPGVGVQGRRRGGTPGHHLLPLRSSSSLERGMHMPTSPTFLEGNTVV
sEH inh – soluble epoxide hydrolase inhibitors, primary screen, biochemical, human sEH | Bifunctional epoxide hydrolase 2 (Homo sapiens), P34913 | recombinant human sEH enzymatic activity assay | inhibition, % at 2 µM | 91,000 tested, 0.34% active; in the data active means inhibition above about 80%; further: values of inactives mirror those of a sister screen read the other way; many of its hits are not listed in these tables
PostGolgi ctrl – growth inhibition of yeast control strain, primary screen, counter-screen for post-Golgi transport modulator project. efflux-deficient yeast background strain, growth absorbance A615, 16 h. inhibition, % at 10 µM. 98,000 tested, 5% active
S1P2 agonist – S1P2 receptor agonists, primary screen, cell-based; Sphingosine 1-phosphate receptor 2 (Homo sapiens), O95136; S1P2-expressing cell line, agonist reporter read-out; activation, % at 4.5 µM; 97,000 tested, 0.46% active; AID 729, 2007; in the data active means activation above about 16%;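 further: 0% = vehicle low control and 100% = maximal reference agonist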
Numbers without * were called inactive; · = not tested or not shown. Unless noted, no stated cut-off is given here; in the data, active means inhibition above about 30%; inactive means the rest.

The opening twelve entries (preview)
SMILES	sEH activator	CYP2C19 act	DAT uptake mod	PostGolgi yeast	CYP2C19 inhib	S1P2 antag	sEH inh	PostGolgi ctrl	S1P2 agonist
CCn1c(SCC(=O)Nc2nc(C)cs2)nnc1-c1ccoc1C	1	0.2	0.058	1	75*	-15	-3	12	-5
Cc1cc(/C=N/n2cnnc2)c(C)n1-c1ccc(OCc2ccc(Cl)cc2Cl)cc1	19	0.8	-0.38	21	25	74*	-20	96*	-6
Cc1ccc(S(=O)(=O)NCC(C)NS(C)(=O)=O)cc1 (centres undefined)	-6	0.8	-0.59	-37	17	-20	8	2	-3
CCn1nnc(NC(=O)C(C)Oc2ccc(Cl)cc2Cl)n1 (centres undefined)	-2	0.7	-1.6	-5	26	3	0	-2	-1
CC(=O)Nn1cnc2c(c1=O)C1(CCCC1)Cc1ccccc1-2	-14	0.1	-0.02	4	88*	7	18	19	-2
COc1ccc(C2CC(c3ccc(Cl)cc3)Nc3nc(NC(=O)c4ccco4)nn32)cc1 (centres undefined)	-8	·	0.33	·	·	8	7	·	-5
CC(C)CC(c1nnnn1Cc1ccccc1)N1CCN(C(=O)c2ccco2)CC1 (centres undefined)	-3	0.1	-0.5	-3	87*	21	3	3	-4
O=C1CC(SCc2nc3ccccc3[nH]2)C(=O)N1c1ccc(F)cc1 (centres undefined)	-13	0.8	1.5	0	23	-3	12	7	-6
COc1ccc(-n2nc(C(=O)Nc3ccc4c(c3)OCO4)c3ccccc3c2=O)c(OC)c1	·	0.9	0.1	3	10	·	·	-2	·
CC(=O)Nc1ccc(OC(=O)C(CCS(C)(=O)=O)N2C(=O)c3ccccc3C2=O)cc1 (centres undefined)	2	1.1	0.3	-7	-7	-12	2	16	-3
CC(CN1CCCCC1)OC(=O)c1ccc(Cl)cc1Cl (centres undefined)	-5	0.7	-0.61	13	27	4	4	7	-7
COc1ccc(CCNC(=O)CSc2nc(C)nc3c2oc2ccccc23)cc1OC	3	1	·	5	-4	-1	-2	4	0

All compounds of this part, previewed entries included:
SMILES	sEH activator	CYP2C19 act	DAT uptake mod	PostGolgi yeast	CYP2C19 inhib	S1P2 antag	sEH inh	PostGolgi ctrl	S1P2 agonist
CCn1c(SCC(=O)Nc2nc(C)cs2)nnc1-c1ccoc1C	1	0.2	0.058	1	75*	-15	-3	12	-5
Cc1cc(/C=N/n2cnnc2)c(C)n1-c1ccc(OCc2ccc(Cl)cc2Cl)cc1	19	0.8	-0.38	21	25	74*	-20	96*	-6
Cc1ccc(S(=O)(=O)NCC(C)NS(C)(=O)=O)cc1 (centres undefined)	-6	0.8	-0.59	-37	17	-20	8	2	-3
CCn1nnc(NC(=O)C(C)Oc2ccc(Cl)cc2Cl)n1 (centres undefined)	-2	0.7	-1.6	-5	26	3	0	-2	-1
CC(=O)Nn1cnc2c(c1=O)C1(CCCC1)Cc1ccccc1-2	-14	0.1	-0.02	4	88*	7	18	19	-2
COc1ccc(C2CC(c3ccc(Cl)cc3)Nc3nc(NC(=O)c4ccco4)nn32)cc1 (centres undefined)	-8	·	0.33	·	·	8	7	·	-5
CC(C)CC(c1nnnn1Cc1ccccc1)N1CCN(C(=O)c2ccco2)CC1 (centres undefined)	-3	0.1	-0.5	-3	87*	21	3	3	-4
O=C1CC(SCc2nc3ccccc3[nH]2)C(=O)N1c1ccc(F)cc1 (centres undefined)	-13	0.8	1.5	0	23	-3	12	7	-6
COc1ccc(-n2nc(C(=O)Nc3ccc4c(c3)OCO4)c3ccccc3c2=O)c(OC)c1	·	0.9	0.1	3	10	·	·	-2	·
CC(=O)Nc1ccc(OC(=O)C(CCS(C)(=O)=O)N2C(=O)c3ccccc3C2=O)cc1 (centres undefined)	2	1.1	0.3	-7	-7	-12	2	16	-3
CC(CN1CCCCC1)OC(=O)c1ccc(Cl)cc1Cl (centres undefined)	-5	0.7	-0.61	13	27	4	4	7	-7
COc1ccc(CCNC(=O)CSc2nc(C)nc3c2oc2ccccc23)cc1OC	3	1	·	5	-4	-1	-2	4	0
Cn1nc(C(F)(F)F)c(C#N)c1N1CCN(c2ccc(F)cc2)CC1	0	0.2	0.97	3	78*	29	3	73*	-4
COc1ccccc1C(=O)Nc1ccon1	6	1	-0.061	2	3	-19	-7	3	1
O=C(O)CSc1cccc[n+]1[O-]	1	0.9	-0.036	3	11	17	1	0	-5
COc1cc(S(=O)(=O)N2CCN(c3ccc(F)cc3)CC2)ccc1Cl	·	1	-0.45	1	2	0	·	26	-5
CC(=O)c1sc(NC(=O)c2ccc(F)c(F)c2)nc1C	-18	1	0.52	-4	-1	4	20	10	-2
CCN(CC)CCCN1C(=O)c2oc3ccccc3c(=O)c2C1c1cc(OC)ccc1OC (centres undefined)	-11	1.1	-0.92	-6	-13	-2	13	1	-1
CN1C(=O)C(O)(CC(=O)c2ccccn2)c2cc(Br)ccc21 (centres undefined)	-7	0.3	0.029	3	67*	-7	7	0	-6
CC(=O)N1CCc2cc(NS(=O)(=O)c3cccs3)ccc21	2	0.4	-0.24	-1	62*	8	0	3	-11
CCCN(CCC)S(=O)(=O)c1ccc(C(=O)Nc2ccc(OCC(=O)N3CCOCC3)cc2)cc1	-36	0.8	0.17	2	20	-15	35	5	0
Cc1ccccc1-n1c(SC(C)C(N)=O)nnc1-c1cccnc1 (centres undefined)	-6	1	-0.49	-5	1	7	8	7	-7
CC(=Nc1cccc(C)c1)c1sc2ccccc2c1O	-6	0.9	0.81	4	7	-8	6	7	-6
CC(C)OCCCNc1ncnc2c1[nH]c1ccccc12	5	0.6	1.4	17	45	37	-6	7	-14
Cc1ccccc1N(CC(=O)NCCSC1CCCCC1)S(=O)(=O)c1ccccc1	-13	0.8	0.048	1	17	7	12	49*	-8
Cc1cc2oc(C(=O)Nc3cccnc3)c(C)c2cc1C	-13	1.1	-1.6	6	-10	13	12	7	-7
COc1ccc(-c2noc(CCC(=O)N3CCN(c4cc(C)ccc4C)CC3)n2)cc1	4	0.4	0.33	-3	65*	-19	-2	6	-4
CCSC1=NC(=O)/C(=C2/C=Cc3ccccc3N2CC)S1	·	0.9	-0.02	-3	8	-4	·	8	-8
COc1ccc(-n2c(CNC(=O)c3ccc(S(=O)(=O)N4CCCC4)cc3)n[nH]c2=S)cc1	-10	0.9	-0.071	7	10	6	8	13	-7
CCc1ccc2c(c1)C(C)=CC(C)(C)N2	-8	0.6	-0.97	-1	44	-7	11	15	-8
CCOC(=O)c1sc(=S)n(-c2ccc3c(c2)OCO3)c1N	·	0.4	2	8	64*	-16	·	2	-1
CCOC(=O)CC(NC(=O)c1ccc(C)cc1)c1ccc(C)cc1 (centres undefined)	8	0.8	0.054	5	20	4	-4	15	-7
CCOC(=O)Nc1ccc2c(c1)N(C(=O)CCN1CCN(CCO)CC1)c1ccccc1CC2	14	1.2	-0.4	17	-25	-7	-12	5	-6
O=C(Nc1ccc2oc(-c3ccccc3F)nc2c1)c1cncc(Br)c1	-16	0.9	1.8	6	5	-24	16	-7	5
Cc1ccc(S(=O)(=O)N2CCN(S(=O)(=O)c3ccc(C)cc3)C3OCCOC32)cc1 (centres undefined)	0	1.1	-0.91	22	-14	1	0	0	-7
Cc1ccc(-n2c(SCc3cn4ccsc4n3)nc3ccccc3c2=O)cc1	4	0.8	·	3	19	-35	-6	22	10
O=C(O)CC(CC(=O)Nc1nncs1)c1ccccc1 (centres undefined)	·	1	-0.36	7	0	9	·	24	-8
CC(C)CC(=O)N1CCN(Cc2cccc(F)c2)CC1	3	0.4	-0.44	1	59*	-5	-3	-1	0
Oc1c(Br)cc(C2N=C(c3ccccc3)NO2)cc1Br (centres undefined)	0	0.8	-1.1	2	22	1	4	12	-8
COc1ccc(C(=O)Nc2cc(C)c3c(=O)oc4ccccc4c3n2)cc1	-6	1.1	-0.25	0	-8	-1	4	19	-5
CN(C)CCCNCCCCNC(=O)/C=N/O	·	1.1	0.71	0	-14	4	·	-3	-1
CC(NC(=O)Nc1ccccc1C(F)(F)F)C1CCCO1 (centres undefined)	-1	1	-0.79	6	-3	-8	-1	5	-4
COc1ccc(C(C)=O)c(OC(=O)c2ccc(OC)c(OC)c2)c1	5	0.7	0.0034	3	30	-17	-5	2	1
Cn1nc(-c2ccccc2)c(C(O)c2ccccc2C(F)(F)F)c1Cl (centres undefined)	10	0.6	-0.049	-14	36	-8	-7	28	-1
CCOc1cc(-c2c(C#N)c(N)nc3c2CCCC3C)ccc1O (centres undefined)	-30	0.6	2.4	11	36	12	29	38*	-8
O=C(CCC(=O)Nc1ccccc1)NNC(=O)c1ccco1	-41	1.1	-0.73	2	-7	-2	41	-4	-10
CCOc1ccccc1NC(=O)CCC(=O)Nc1ccc2nc(N3CCN(C)CC3)cc(C)c2c1	-2	0.9	·	20	6	-10	2	6	-5
O=C(NNC(=O)c1sccc1-n1cccc1)c1cccc(Cl)c1	-18	0.9	0.36	26	14	5	20	-2	-8
CCOc1cc(C2C(C#N)=C(N)OC3CCCC(=O)C32)ccc1OCCN1CCOCC1 (centres undefined)	11	1.1	-0.53	1	-7	12	-11	24	1
COc1ccc(/C=N/n2c(N)c(S(=O)(=O)c3cccs3)c3nc4ccccc4nc32)cc1OC	4	1	0.86	7	1	-15	-4	22	1
COc1ccc(-c2ccc(-c3noc(-c4ccccc4C)n3)c(OC)n2)cc1	16	1	-0.61	-12	4	-8	-18	18	-5
CC(=O)Nc1ccc(OCC(O)CN2CCN(c3ccc(C)c(Cl)c3)CC2)cc1 (centres undefined)	-2	0.3	1	2	68*	6	3	10	-4
COCCn1c(=NC(=O)c2ccc3c(c2)OCO3)c(C#N)cc2c(=O)n3cccc(C)c3nc21	·	1.2	-2.2*	1	-23	7	·	6	2
CCOc1cc(C(=O)Nc2c3c(nn2C(C)(C)C)CS(=O)C3)cc(OCC)c1OCC (centres undefined)	-8	·	-0.32	-3	·	-4	7	-4	-4
O=P(c1ccccc1)(c1ccccc1)C(c1ccco1)N1CCOCC1 (centres undefined)	-5	0.9	-0.52	-2	11	0	4	18	-3
CCN1C(=O)c2ccc(C(=O)Nc3nccs3)cc2C1=O	2	1	1.3	8	-4	-26	-3	1	-1
COC(=O)c1sccc1NC(=O)c1cc2c(s1)CCCC2	20	0.6	·	-7	36	3	-13	4	-4
COC(=O)C1=NN(c2ccccc2)C2(S1)S/C(=C\c1ccccc1)C(=O)N2c1ccccc1 (centres undefined)	-6	0.1	0.35	2	88*	-5	5	10	-2
CC(c1ccccc1)N1C(=O)CC(Sc2ncccc2C(=O)O)C1=O (centres undefined)	8	1	-0.43	-4	0	-10	-4	8	-4
Cc1cc(/C=C(\C#N)C(=O)NCc2cccs2)c(C)n1-c1ccc([N+](=O)[O-])cc1	3	·	-1.2	·	·	-18	-3	·	-4

High-throughput results deposited in PubChem BioAssay by several laboratories.
